Bioassay records as filed in PubChem BioAssay.
MmCpn inh = blocks the Methanococcus maripaludis chaperonin Mm-Cpn; purified Mm-Cpn ATPase, ADP Transcreener TR-FRET; Potency, µM (titrated, usually from 76.9 µM), for the others: at the highest dose activity, negative = inhibition, hits mostly inhibitors; hit rate 0.031% among 330,000; AID 504842; note: potency is the fitted concentration of half-maximal effect; % is set by controls: 0 for no effect and ±100 for the full control effect; nearly all actives have a fitted effect of over 80% in size
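Eu-cryptate anti-ADP/ADP-d2 competition gives a ratio inversely related to ADP. Enzyme at 25 nM was pre-exposed to compound for 10 min, then given 10 uM ATP for 30 min, 37°C throughout.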
Nrf2 ARE act = activates Nrf2 signaling. Potency, µM (series often up to 46.1 µM), inactives show at the top dose activation, most hits filed as activators. AREc32 ARE-luciferase reporter (MCF7-derived line), luminescence, 24 h. hit rate 0.31% among 410,000; note: potency is the fitted concentration of half-maximal effect; % of control where 0% means no effect; nearly all actives have a fitted effect of over 65% in size
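AREc32 cells carrying an ARE-driven firefly luciferase, 1000 cells/well in OPTI-MEM with 5% FBS, dosed after overnight attachment and incubated 24 hr at 37 deg C. Steady-Glo luminescence read after 30 min at RT.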
Akt phos inh = Akt phosphorylation inhibition | Neuro2A IGF-stimulated pAkt S473 HTRF, 20 min; hits give low values | activity change, % for hits at 50 µM | hit rate 0.32% among 360,000; in the data active = activity change below about -80%; inconclusive = mostly about -51% to -80%; note: % is set by controls: 0 for no effect and ±100 for the full control effect
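Neuro2A cells in DMEM with 0.5% FBS, overnight at 37 deg C, given compound at single 50 µM final, then IGF (6 nM final) for 20 min at 37 deg C. Lysed; phospho-Akt Ser473 by HTRF after 24 h, 665/615 ratio.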
CCT chaperon mod = cytosolic chaperonin activity modulation. hit rate 0.3% among 360,000. purified chaperonin ATPase assay, HTRF ADP detection, 30 min. activity change, % (no concentration beside the values), hits read low; in the data active = activity change below about -30%; note: % is set by controls: 0 for no effect and ±100 for the full control effect
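Nucleotide hydrolysis assay: TRiC at 20–40 nM final (set by batch activity) with 10 uM ATP, 30 min at 37 °C, in presence of 76 uM compound. Detection by competitive ADP HTRF, 30 min ambient.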
HepG2 viability = counter-screen for TGF-b inhibitors: cytotoxicity in HepG2 cells. HepG2 CAGA-GFP viability, ATP luminescence, 18 h. Potency, µM (doses to about 46.1 µM), for inactives: top-dose activity change, negative = cytotoxicity, actives largely listed as cytotoxic. hit rate 0.76% among 410,000. AID 588856; note: potency is the fitted concentration of half-maximal effect; some results filed as inactive show a strong effect at the top dose
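CellTiter-Glo luminescence gave cytotoxicity after 18 hours at 37 degrees C. The cells were HepG2 CAGA-GFP in 1% FBS DMEM, stimulated with 500 pg/mL TGF-beta after compound addition. %Activity was normalised to no-cell wells (complete cell-killing) and DMSO (no toxicity), and curves were fitted and classified.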
Abeta rescue = restores growth of yeast expressing A-beta42 peptide. Potency, µM (series often up to 46.1 µM), for inactives: at the highest dose growth rescue, usual class: activators. AID 1347071. hit rate 0.063% among 410,000. yeast expressing A-beta42, growth rescue, OD600, 48 h; response scale: 0% DMSO, 100% iron-clioquinol control; note: potency is the fitted concentration of half-maximal effect; nearly all actives have a fitted effect of over 55% in size
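Yeast A-beta toxicity model in growth medium with pinned compounds, 48 h at 30 C; growth read as absorbance at 600 nm. Normalized to FeCl3/clioquinol equimolar mix (positive) and DMSO (negative).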
Nrf2 inh = inhibitors of Nrf2 signaling; Potency, µM (series often up to 46 µM), for the others: at the highest dose activity change, negative = inhibition, most hits filed as inhibitors; hit rate 2.1% among 360,000; A549 ARE-Fluc reporter, luciferase luminescence, 18-24 h; note: potency is the fitted concentration of half-maximal effect; % is set by controls: 0 for no effect and ±100 for the full control effect; nearly all actives have a fitted effect of over 60% in size
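Cells were seeded and rested 2 h, then exposed to compounds for 18-24 h. CellTiter-Fluor was read first as a viability measure. BugLite was added 15 min before the final luminescent read of ARE-luciferase activity in A549 cells.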
A549 viability = A549 cytotoxicity, counter-screen for Nrf2 inhibitors | A549 ARE-Fluc cells, CellTiter-Fluor viability, 18-24 h | Potency, µM (series often up to 46 µM), inactives show top-dose activity change, negative = cytotoxicity, most hits filed as inhibitors | hit rate 0.16% among 390,000 | AID 504648; note: potency is the fitted concentration of half-maximal effect; % is set by controls: 0 for no effect and ±100 for the full control effect
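A549 ARE_Fluc cells in 5% FBS OPTI-MEM were exposed to compounds in concentration-response for 18-24 h at 37 deg C. Viability was read by CellTiter-Fluor fluorescence (Ex 405/Em 525) after 30 min, before the luciferase read.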
TGFb inhibitor = blocks TGF-b signaling. HepG2 CAGA-GFP TGF-b/SMAD3 reporter, GFP fluorescence, 18 h; TGF-beta stimulated, 500 pg/mL final. Potency, µM (series often up to 46.1 µM), inactives show at the top dose activity, negative = inhibition, most hits filed as inhibitors. hit rate 1.2% among 410,000; note: potency is the fitted concentration of half-maximal effect; % is set by controls: 0 for no effect and ±100 for the full control effect; nearly all actives have a fitted effect of over 65% in size
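Smad-responsive CAGA-GFP expression was quantified in HEPG2 cells exposed to compounds and 500 pg/mL final TGF-beta for 18 h at 37 degrees C; unstimulated wells defined full inhibition.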
Starred values were filed as active, the others as inactive; i = inactive; ? = inconclusive; · = not tested or not shown; [ ] = dose if it differs, or a comment. Unless noted, calls come from the whole dose curve; as a rule, active = well fitted curve in the direction sought with a large enough effect; inconclusive = small, poorly fitted or top-dose-only effect, or another doubt; inactive = no such curve, though single readings can be large; an effect the other way counts as inactive or inconclusive.

Every second line gives: MmCpn inh	Nrf2 ARE act	Akt phos inh	CCT chaperon mod	HepG2 viability	Abeta rescue	Nrf2 inh	A549 viability	TGFb inhibitor
1) CCCC1=[N+](CC)CCn2c(C)ccc21
 : 1%	-0.4%	i	-1.1	4%	7%	-16%	-4%	-8%
2) COc1ccc(NS(=O)(=O)c2ccc3c(c2)n(C)c(=O)n3C)cc1
 : -2%	1.7%	i	4.4	3%	17%	?	1%	-2%
3) CC1(C(=O)NS(=O)(=O)c2ccccc2C(F)(F)F)CCN1C(=O)COc1ccc(Cl)cc1 (stereo not drawn)
 : ·	-0.4%	i	0.4	-20%	-1%	·	·	-11%
4) Cc1ccc(C(=O)NN2CCOCC2)cc1
 : -2%	-0.5%	i	-2.7	-2%	3%	6%	-4%	-1%
5) O=C(NC(=S)NCc1ccco1)c1ccccc1[N+](=O)[O-]
 : ·	2.2%	i	0.6	3%	27%	·	4%	-7%
6) COc1ccc(N(CC(=O)N/N=C/c2ccc3c(c2)OCO3)S(=O)(=O)c2ccc(NC(C)=O)cc2)cc1
 : -3%	1.3%	i	-0.6	-14%	4%	-8%	-9%	-5%
7) NC(=O)c1cc2ccccc2o/c1=N\NC(=O)c1ccco1
 : 1%	2.9%	i	-3.2	-72%	0%	-21%	-10%	-9%
8) COc1ccc(C)cc1C1=CC(=O)C[C@H](c2ccc(F)cc2)C1
 : ?	3.3%	i	-1.8	-23%	-20%	0%	4%	?
9) O=C(O)C(Oc1ccc2c3c(c(=O)oc2c1)CCC3)c1ccccc1 (stereo not drawn)
 : 1%	0.3%	i	3.1	5%	5%	-3%	-1%	0%
10) O=C(N/N=C/c1cc(Br)ccc1O)c1cccc(N2CCCC2=O)c1
 : -13%	-0.3%[9.22 µM]	i	-0.6	-1%	0%	?	1%	?
11) CC(=O)N1C[C@H]2CON(C)[C@H]2C[C@H]1c1ccccc1
 : ·	-0.9%	i	1.3	-8%	-10%	·	·	-7%
12) Cc1ccc(CSCCNC(=O)CN(c2cc(C)ccc2C)S(C)(=O)=O)cc1
 : -1%	-0.4%[9.22 µM]	i	-3.7	0%	12%	-3%	2%	0%
13) O=c1cc(N2CCCC2)[nH]c(=O)n1-c1ccc(Cl)cc1
 : -1%	-0.4%	i	-1.7	1%	1%	7%	-4%	-17%
14) CCOc1ccc(C(=O)CCN2CCOCC2)cc1
 : 1%	?	i	-1.3	-66%	-19%	?	-3%	?
15) COc1ccc(NC(=O)CN(C)C(=O)C2CC(=O)N(c3cccc4ccccc34)C2)cc1 (stereo not drawn)
 : -1%	-0.1%	i	-5.1	3%	7%	12%	-3%	0%
16) COc1ccccc1N1CCN(C(=O)Cn2cnc3onc(-c4ccc(F)cc4)c3c2=O)CC1
 : ·	4.6%	·	·	-16%	26%	?	6%	0%
17) COc1ccccc1CNC(=O)[C@@H]1CCCN1S(=O)(=O)c1ccccc1F
 : -2%	-0.8%	i	-1.8	-14%	0%	-5%	-3%	-18%
18) C=CCN=C(NC#N)SCC(=O)NC(C)(C)C
 : 1%	2.6%	i	1.9	25%	21%	·	2%	42%[activator]
19) CCCNC(=O)Cn1cc(S(=O)(=O)N2CCCC2)c(S(=O)(=O)N2CCCC2)c1
 : 1%	-1.1%	i	-0.3	14%	-4%	-18%	-5%	12%
20) CCOc1cc2c(cc1/C=C(/C#N)c1ccc(C(=O)O)cc1)OCO2
 : 1%	3.0%	i	0.9	-18%	11%	-1%	-21%	-5%

Every second line gives: MmCpn inh	Nrf2 ARE act	Akt phos inh	CCT chaperon mod	HepG2 viability	Abeta rescue	Nrf2 inh	A549 viability	TGFb inhibitor
21) Cc1ccc(CN2CCCn3nc(C(=O)NCCc4ccccc4C)cc3C2=O)cc1
 : ·	2.8%	·	·	7%	-8%	·	5%	-9%
22) COc1ccc(CNc2ncc(-c3cccc([N+](=O)[O-])c3)n2C)c(OC)c1OC
 : -1%	0.7%	i	-1.4	-24%	-6%	-14%	-1%	2%
23) Cc1cscc1NC(=O)/C=C/C(=O)O
 : -1%	15%	i	-0.5	5%	-44%[inhibitor]	9%	2%	-1%
24) O=C(CNc1ccc(C(F)(F)F)cc1[N+](=O)[O-])OCC(=O)c1ccccc1
 : 0%	-0.4%	i	-1.7	-3%	43%	·	-1%	6%
25) O=C(N/N=C1/CC2C=CCC12)c1ccc(Br)o1 (stereo not drawn)
 : 2%	5.0%	i	-1.0	0%	4%	16%	-1%	?
26) Cc1c(C(=O)Nc2cccc(C#N)c2)sc2nc3n(c(=O)c12)CCCCC3
 : ·	5.6%	·	·	-20%	-4%	2%	-4%	-16%
27) C[C@@H]1CN([C@@H](C)CO)S(=O)(=O)c2ccc(Br)cc2O[C@@H]1CN(C)C(=O)c1ccccn1
 : ·	0.3%	i	-1.1	-6%	10%	·	·	1%
28) O=C1COc2ccc(S(=O)(=O)Nc3ccc(OC(F)(F)F)cc3)cc2N1
 : 0%	0.7%	i	0.9	-53%	0%	?	-17%	?
29) Cc1ccc2nc(-c3ccccc3Cl)cc(C(=O)Nc3cc(C)on3)c2c1
 : -28%	4.0%	i	-3.1	7%	-23%	·	-1%	-31%
30) CS(=O)(=O)N1CCC(C(=O)NCc2ccc3c(c2)OCO3)CC1
 : -1%	0.2%	i	0.5	1%	-14%	3%	0%	7%
31) c1cc(-c2ccsc2)n2ccnc2c1
 : ·	4.0%	i	-1.7	-13%	-6%	·	·	-11%
32) CCOC(=O)C1=C(CSc2nc(-c3ccccc3)ccc2C#N)OC(N)=C(C#N)C1c1ccc(OC)cc1 (stereo not drawn)
 : ?	?	i	0.1	-3%	3%	·	-1%	-4%
33) CCN(CC(=O)Nc1ccc2c(c1)OCCO2)C(=O)c1ccc(S(=O)(=O)N(C)C)cc1
 : 3%	-0.9%	i	-0.6	-12%	-4%	-3%	-4%	0%
34) CCc1cccc2c(C(=O)C(NCCCOC)c3ccccc3)c[nH]c12 (stereo not drawn)
 : -5%	6.9%	i	0.2	-14%	2%	-12%	-15%	-23%
35) O=C(/C=C\NCC(=O)c1ccccc1)c1ccccc1
 : -2%	3.4%	i	1.1	-19%	-4%	4%	-1%	7%
36) COc1ccc(CCNC(=O)CCNC(=O)c2ccco2)cc1
 : 0%	-0.8%	i	0.1	12%	-24%	-9%	8%	5%
37) O=C(Nc1ccc(Br)c(C(F)(F)F)c1)c1ccc(C(F)(F)F)cc1
 : 2%	0.2%	i	-3.5	-153%	-93%[inhibitor]	?	?	?
38) CC(=O)c1ccc(N2CCN(C(=O)c3ccc(-c4ccccc4)cc3)CC2)cc1
 : -1%	-0.2%	i	-3.3	-8%	24%	?	-10%	-19%
39) CCN(CCCNC(=O)C1CCN(S(=O)(=O)c2cccc3nonc23)CC1)Cc1ccccc1
 : 1%	-0.1%	i	-1.7	-7%	14%	15%	?	3%
40) CCN1CCN(Cc2ccc(OC)c(OCc3ccccc3)c2)CC1
 : ·	-0.4%	i	-6.8	1%	-13%	·	0%	-2%

Every second line gives: MmCpn inh	Nrf2 ARE act	Akt phos inh	CCT chaperon mod	HepG2 viability	Abeta rescue	Nrf2 inh	A549 viability	TGFb inhibitor
41) O=C(Nc1nnc(Cc2ccccc2)s1)c1ccccc1
 : 0%	?	i	-1.2	-1%	9%	?	1%	6%
42) O=C(NCC(=O)N(CC1CCCO1)C(C(=O)NC1CCCCC1)c1ccccc1)c1ccco1 (stereo not drawn)
 : -3%	-0.9%	i	0.4	9%	-1%	13%	-1%	-4%
43) O=C(COC(=O)c1ccccn1)Nc1nc(-c2ccccc2)cs1
 : ?	2.6%	i	-0.5	-19%	-10%	?	2%	8%
44) COc1ccc(NC(=O)N2CCC(O)(c3cccnc3)CC2)c(OC)c1
 : 1%	0.3%	i	0.5	0%	-3%	8%	-12%	-11%

Ordered by molar mass (ascending): 9 of the compounds above
Every second line gives: MmCpn inh	Nrf2 ARE act	Akt phos inh	CCT chaperon mod	HepG2 viability	Abeta rescue	Nrf2 inh	A549 viability	TGFb inhibitor
35) O=C(/C=C\NCC(=O)c1ccccc1)c1ccccc1
 : -2%	3.4%	i	1.1	-19%	-4%	4%	-1%	7%
36) COc1ccc(CCNC(=O)CCNC(=O)c2ccco2)cc1
 : 0%	-0.8%	i	0.1	12%	-24%	-9%	8%	5%
43) O=C(COC(=O)c1ccccn1)Nc1nc(-c2ccccc2)cs1
 : ?	2.6%	i	-0.5	-19%	-10%	?	2%	8%
40) CCN1CCN(Cc2ccc(OC)c(OCc3ccccc3)c2)CC1
 : ·	-0.4%	i	-6.8	1%	-13%	·	0%	-2%
34) CCc1cccc2c(C(=O)C(NCCCOC)c3ccccc3)c[nH]c12 (stereo not drawn)
 : -5%	6.9%	i	0.2	-14%	2%	-12%	-15%	-23%
44) COc1ccc(NC(=O)N2CCC(O)(c3cccnc3)CC2)c(OC)c1
 : 1%	0.3%	i	0.5	0%	-3%	8%	-12%	-11%
38) CC(=O)c1ccc(N2CCN(C(=O)c3ccc(-c4ccccc4)cc3)CC2)cc1
 : -1%	-0.2%	i	-3.3	-8%	24%	?	-10%	-19%
33) CCN(CC(=O)Nc1ccc2c(c1)OCCO2)C(=O)c1ccc(S(=O)(=O)N(C)C)cc1
 : 3%	-0.9%	i	-0.6	-12%	-4%	-3%	-4%	0%
42) O=C(NCC(=O)N(CC1CCCO1)C(C(=O)NC1CCCCC1)c1ccccc1)c1ccco1 (stereo not drawn)
 : -3%	-0.9%	i	0.4	9%	-1%	13%	-1%	-4%
